From PubChem BioAssay
LEDGF integ inh = blocks HIV-1 LEDGF/p75-dependent DNA integration; TR-FRET IN-LEDGF/p75 DNA integration, Eu/Cy5; inhibition, % at 3.7 µM; actives 0.64% (n = 370,000);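 active = inhibition above the screen-wide mean plus 3 SD, cut at about 13% in these data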;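 also: signal is the Cy5 over europium emission ratio at 671 and 618 nm; 0% = plate median of compound wells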
MBD2 DNA inh = blocks human MBD2 binding to methylated DNA | TR-FRET, MBD2 binding to methylated oligonucleotide | inhibition, % at 4.4 µM | actives 0.31% (n = 370,000) | AID 686964; in the data active = inhibition above about 13%
Rev-erbA mod = modulates human Rev-erb alpha binding to DNA. P20393. Rev-erbα–FITC-DNA binding, fluorescence polarization, 90 min. activity, % at 10 µM. actives 0.79% (n = 370,000);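 active = activity above about 14%, limit read from the data; passing the limit was not always enough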;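 also: 0% = DMSO wells with 35 nM protein and 100% = DMSO wells with 750 nM protein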
Target sequence (P20393 whole entry, looked up): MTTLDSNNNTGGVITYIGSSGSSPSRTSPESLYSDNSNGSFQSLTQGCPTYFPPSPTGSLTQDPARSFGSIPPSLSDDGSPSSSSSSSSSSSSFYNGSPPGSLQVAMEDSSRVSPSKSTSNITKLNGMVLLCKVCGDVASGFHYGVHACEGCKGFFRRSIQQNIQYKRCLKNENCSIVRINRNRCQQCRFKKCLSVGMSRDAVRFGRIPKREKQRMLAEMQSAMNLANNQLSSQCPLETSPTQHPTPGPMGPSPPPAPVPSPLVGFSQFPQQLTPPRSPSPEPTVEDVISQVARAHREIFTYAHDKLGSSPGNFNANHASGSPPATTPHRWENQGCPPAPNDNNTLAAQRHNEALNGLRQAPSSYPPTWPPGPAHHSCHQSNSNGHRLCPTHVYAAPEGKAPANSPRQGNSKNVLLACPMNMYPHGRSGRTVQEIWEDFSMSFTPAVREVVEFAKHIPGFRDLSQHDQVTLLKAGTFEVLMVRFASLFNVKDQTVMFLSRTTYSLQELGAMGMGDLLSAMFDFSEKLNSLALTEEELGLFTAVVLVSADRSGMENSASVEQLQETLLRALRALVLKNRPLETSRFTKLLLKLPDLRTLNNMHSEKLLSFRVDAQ
TCR-CD3 inh = inhibitors of human TCR-CD3 interaction; TAMRA-labeled TCR probe fluorescence, biochemical; inhibition, % at 9.4 µM; actives 0.37% (n = 360,000); AID 651800; in the data active = inhibition above about 19%;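 also: recombinant mutant TCR 2C K166C tagged with TAMRA read by polarization; 0% = receptor in buffer alone and 100% = receptor with positive control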
UHRF1 binding = human UHRF1 methylated DNA binding inhibitors | actives 0.75% (n = 370,000) | UHRF1 binding to methylated oligo, TR-FRET | inhibition, % at 4.4 µM | Q96T88 | AID 687016; in the data active = inhibition above about 21%;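 also: UHRF1 SRA domain binding a hemimethylated CpG hairpin DNA probe; 0% = median of test compound wells and 100% = reference inhibitor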
mABHD4 FP = inhibitors of mouse ABHD4. inhibition, % at 8.92 µM. actives 0.54% (n = 370,000). AID 720543. purified mABHD4, FP-Rh probe fluorescence polarization;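 active = inhibition exceeding the mean over every tested compound plus 3 SD, cut at about 30% in these data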;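 also: 0% = plate median of compound wells and 100% = S159A mutant with DMSO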
Target sequence (Q8VD66 whole entry, looked up): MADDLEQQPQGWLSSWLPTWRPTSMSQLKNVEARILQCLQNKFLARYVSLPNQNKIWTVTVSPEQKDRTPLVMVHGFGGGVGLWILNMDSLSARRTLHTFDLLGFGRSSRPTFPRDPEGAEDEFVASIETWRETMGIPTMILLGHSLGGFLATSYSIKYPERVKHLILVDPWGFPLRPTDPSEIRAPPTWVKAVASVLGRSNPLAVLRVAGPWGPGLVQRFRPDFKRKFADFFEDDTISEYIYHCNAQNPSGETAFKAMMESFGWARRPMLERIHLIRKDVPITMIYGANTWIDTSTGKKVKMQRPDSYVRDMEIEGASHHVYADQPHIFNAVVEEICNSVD
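Assay system: mABHD4 protein; medium: HEPES pH 7.0, NaCl, Pluronic buffer; dosing: 8.92 µM, single dose; schedule: 45 min + 60 min at 25 °C; signal: FP readout, ex 525 nm / em 598 nm; read-out: normalized percent inhibition of probe labeling; repeats: single replicate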
rCAG binder = molecules binding r(CAG) RNA repeats. inhibition, % at 3 µM. actives 1.3% (n = 370,000). r(CAG) RNA repeat, TO-PRO-1 dye displacement fluorescence. AID 651821;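 active = inhibition above the plate cutoff, the mean of all test compounds on that plate plus 3 SD, cut at about 35% in these data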;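 also: 0% = DMSO alone and 100% = 100 µM mitoxantrone as full dye displacement; higher means more dye released from RNA so lower well fluorescence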
HTRA1 inhibitor = HTRA1 (human) protease inhibition. actives 0.5% (n = 340,000). Q92743. recombinant HTRA1, FP-rhodamine activity-based probe, fluorescence polarization. inhibition, % at 5.96 µM; in the data active = inhibition above about 36%;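 also: 0% = enzyme with DMSO and 100% = wells lacking enzyme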
PG9 Ab binder = binds the HIV-1 gp120 antibody PG9 | TR-FRET gp120-PG9 antibody binding | inhibition, % at 6.7 µM | actives 0.43% (n = 360,000); in the data active = inhibition above about 8.5%
PRMT1 inh = inhibitors of human PRMT1; Q99873; actives 1.3% (n = 370,000); inhibition, % at 2.79 µM; recombinant PRMT1, activity-based probe fluorescence polarization;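 active = inhibition above about 21% made by adding two undisclosed values, limit read from the data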
* marks the source's active call; other numbers are inactive results; . = no result given. Some of the compounds tested; the hit share may differ from the screen's.

| SMILES | TCR-CD3 inh | UHRF1 binding | PRMT1 inh | rCAG binder | LEDGF integ inh | mABHD4 FP | HTRA1 inhibitor | Rev-erbA mod | PG9 Ab binder | MBD2 DNA inh |
| --- | --- | --- | --- | --- | --- | --- | --- | --- | --- | --- |
| O=C(Nc1cccc([N+](=O)[O-])c1)N1CCN(c2ccccc2)CC1 | 1 | 4 | 2 | 0 | 2 | -11 | 5 | 2 | -2.1 | 5 |
| Cc1cccc2c1CC(C)(C)N=C2C1=C(O)CCCC1=O | 0 | 13 | 1 | -2 | 6 | -5 | 6 | -8 | -0.8 | 3 |
| COc1ccc(Br)cc1C(=O)Nc1ccccc1N1CCN(C(=O)c2ccccc2)CC1 | 7 | 0 | -1 | 3 | 0 | -13 | -61 | -5 | -0.5 | 1 |
| CNC(=S)N(C)/N=C1/C(=O)N(Cc2c(Cl)cccc2Cl)c2ccccc21 | 0 | -5 | -1 | 5 | 2 | -1 | -9 | -2 | -0.6 | 0 |
| O=C(CSc1nnc(-c2ccccc2)o1)c1nnc(-c2ccccc2)o1 | 0 | -3 | 24* | 24 | -1 | 4 | 13 | 2 | 1.5 | -3 |
| CCOc1ccc(S(=O)(=O)NCc2ccccn2)c(C)c1C | 9 | 0 | -3 | -1 | -1 | 1 | 5 | -6 | -1.6 | -5 |
| COc1cccc(NC(=O)CCNS(=O)(=O)c2cccc3nsnc23)c1 | 4 | -1 | -3 | -2 | 3 | -7 | 0 | 2 | -1.5 | -1 |
| CCc1nn(CC(=O)NCCCN(CC)CC)c(=O)c2cc3sc(C)cc3n12 | -1 | -2 | -5 | 4 | 5 | 0 | -5 | -4 | -2.2 | -2 |
| COc1ccc2oc(C(=O)N(Cc3ccco3)Cc3cccs3)c(C)c2c1 | 5 | 2 | 2 | 3 | 2 | -16 | -36 | -5 | 1.0 | 0 |
| COc1ccc(-c2cccc([C@H]3[C@@H]4C=CC[C@@H](C)[C@@H]4C(=O)N3Cc3ccccc3)c2)cc1 | 2 | 1 | 1 | 9 | -1 | -6 | -48 | 5 | 2.4 | -4 |
| CCCCCCSC1=C(C#N)C(c2ccc(C)o2)CC(=O)N1 (stereo unspecified) | -5 | -1 | 4 | -2 | -3 | 10 | -14 | 2 | 0.8 | 3 |
| CC(C)CN(Cc1cc(=O)oc2cc3c(cc12)CCCC3)CC(C)C | 5 | -1 | -1 | 2 | 0 | 1 | 4 | -2 | -0.5 | 0 |
| Cc1ccc(NS(=O)(=O)c2ccc(-c3ccc(=O)[nH]n3)o2)cc1 | -3 | 0 | 1 | 2 | -9 | -3 | 1 | 6 | -0.3 | 2 |
| O=C(NCCCc1nc2ccccc2[nH]1)c1ccco1 | 3 | 2 | 0 | 1 | 2 | 11 | 4 | 3 | -1.2 | -3 |
| Cc1ccc(CNc2nc3c([nH]2)c(=O)n(C)c(=O)n3C)cc1 | -1 | 0 | 3 | -2 | 1 | 4 | 8 | 2 | -0.7 | 0 |
| O=C1Nc2ccccc2N(O)N1c1cc(-c2ccccc2Cl)no1 | 0 | 13 | 3 | 4 | 2 | 4 | -4 | 3 | -2.6 | -1 |
| O=C(Nc1nccs1)C1CCCN1S(=O)(=O)c1cccc2cccnc12 (stereo unspecified) | 0 | 0 | 5 | 0 | 0 | 4 | -6 | . | -1.3 | 4 |
| COc1cc(/C=c2\sc3nc(=O)c(-c4ccccc4)nn3c2=O)ccc1OCCC(C)C | 9 | 0 | -2 | 3 | 0 | 5 | 4 | -5 | -1.1 | -4 |
| COc1ccc(-c2cc(C(F)F)n3ncc(C(=O)N4CCSCC4)c3n2)cc1 | -6 | 0 | 1 | 0 | 2 | -8 | 0 | -2 | -0.2 | 6 |
| COc1ccc(NC(=O)C2Cc3ccccc3CN2C(=O)c2ccco2)cc1 (stereo unspecified) | -6 | -1 | 0 | 6 | -2 | 4 | -7 | 0 | 0.1 | -2 |
| O=C(NCc1ccco1)C(=O)NCC1OCCCN1S(=O)(=O)c1ccccc1 (stereo unspecified) | 6 | -4 | -5 | 0 | -2 | 4 | 3 | -3 | 1.9 | -5 |
| Cc1ccc(NC(=O)CN2CCN(Cc3ccccc3)CC2)c(Br)c1 | 0 | 0 | 4 | -9 | 0 | 7 | -2 | -2 | -0.6 | -3 |
| CCOc1ccc(CCN2C(=O)C(=O)N([C@@H](Cc3ccc(O)cc3)CN3CCC[C@H]3CN3C(=O)C(=O)NC[C@@H]3Cc3ccccc3)C[C@@H]2Cc2ccc(O)cc2)cc1 | -2 | 8 | 8 | 13 | 2 | -13 | . | 5 | -0.7 | 9 |
| CCOC(=O)c1c(NC(=O)CN2CCN(c3cccc(Cl)c3)CC2)sc(C)c1C | -1 | -4 | 0 | -1 | 1 | 5 | 4 | -2 | -0.6 | 2 |
| O=C(/C=C/c1ccc2c(c1)OCO2)c1ccc[nH]1 | 6 | -5 | 2 | -2 | -2 | 3 | -6 | -1 | -0.4 | 4 |
| CCCn1c(NCc2cccs2)nc2ccccc21 | 7 | -4 | -1 | -1 | -3 | 1 | 2 | -5 | -0.6 | -3 |
| Clc1ccc(C2CC(c3cccs3)n3ncnc3N2)c(Cl)c1 (stereo unspecified) | 1 | 0 | -1 | 3 | 4 | -3 | -3 | -1 | 0.9 | 1 |
| Cc1cccc(-n2nc(C(=O)c3ccco3)cc(-c3nc4ccccc4[nH]3)c2=N)c1 | -2 | -3 | 2 | 12 | 0 | 16 | 32 | 2 | 0.1 | -4 |
| O=C(Nc1c2c(nn1-c1ccccc1)CS(=O)C2)c1ccc(S(=O)(=O)N2CCOCC2)cc1 (stereo unspecified) | -1 | -2 | -3 | -2 | -2 | 0 | -3 | 0 | -1.0 | -2 |
| O=C(NCc1ccc2c(c1)OCO2)C1CCCN(S(=O)(=O)c2cccs2)C1 (stereo unspecified) | 3 | 7 | 6 | 2 | -4 | -7 | -3 | -3 | -0.1 | 5 |
| COC(=O)c1sc(NC(=O)c2cccc([N+](=O)[O-])c2)c(C(N)=O)c1C | 6 | -3 | 1 | 2 | -1 | -6 | 5 | -3 | -1.0 | -1 |
| Cc1ccc(C(NC(=O)/C=C\c2ccc3c(c2)OCO3)C(=O)Nc2ccc3c(c2)OCO3)cc1 (stereo unspecified) | -1 | 1 | 1 | 14 | 1 | -3 | -25 | 3 | -2.1 | 2 |
| CC(C)NC(=O)COc1ccc(S(=O)(=O)N2CCCC2)cc1 | 7 | -4 | -5 | -3 | 4 | 0 | 4 | -2 | -0.2 | -1 |
| CC(C)(C)c1ccc(CC(=O)N2CCC2(C)C(=O)Nc2cccc3cccnc23)cc1 (stereo unspecified) | -4 | 0 | 1 | 2 | -1 | -4 | . | 5 | 1.3 | -1 |
| O=C(CCS(=O)(=O)c1ccccc1)Nc1ccc(N2CCOCC2)cc1 | -2 | -1 | 5 | -4 | 0 | 0 | 1 | -1 | -1.4 | 4 |
| NS(=O)(=O)c1ccc(CCNC(=O)COC(=O)Cc2c(F)cccc2Cl)cc1 | 12 | -3 | -3 | 5 | 0 | -1 | 0 | -2 | 1.6 | -10 |
| CC(=O)c1ccc(NCC(=O)N2CCN(S(=O)(=O)c3ccccc3)CC2)cc1 | 1 | 1 | 1 | -2 | 3 | -4 | 0 | 1 | -0.7 | 4 |
| O=C(NC1CCCCN(Cc2ccc(Cl)cc2)C1=O)c1ccccn1 (stereo unspecified) | . | -4 | -3 | 0 | 3 | -1 | . | 0 | . | -5 |
| COc1cc(SC)ccc1C(=O)Nc1nc2ccccc2[nH]1 | -5 | 3 | -6 | 3 | 4 | -11 | -3 | 16 | 3.2 | -2 |
| CCCCCc1ccc(-c2cn(CCc3c[nH]c4ccccc34)nn2)cc1 | -13 | 0 | -1 | 2 | 1 | -8 | -9 | 5 | 1.3 | 6 |
| CC1(C(=O)NCc2ccccc2)CN(S(C)(=O)=O)CC(=O)N1CCc1ccccc1 (stereo unspecified) | 0 | 0 | 2 | 1 | 0 | 0 | . | 1 | 1.8 | 4 |
| Cc1ccc(-n2c(C)cc(/C=C(\C#N)C(=O)NCC3CCCO3)c2C)cc1 (stereo unspecified) | 0 | -4 | -1 | -8 | -1 | -15 | -14 | -8 | -0.4 | 2 |
| COc1cccc(-c2nc(CN3CCN(C(=O)c4ccco4)CC3)c(C)o2)c1OC | -10 | 0 | 2 | 1 | -1 | 4 | -4 | -1 | 0.4 | 4 |
| COC(=O)C1=C(C)N(CCCC(=O)O)C(=O)NC1c1ccc(-c2ccccc2)cc1 (stereo unspecified) | -3 | -1 | 2 | 1 | 1 | 2 | -4 | -2 | -2.5 | 4 |
| COc1ccc(-c2cc3ccccc3nc2N)cc1OC | 2 | -3 | -1 | -5 | -4 | 4 | 7 | 2 | -2.2 | -1 |
| Cc1cccc(/C=N/NC(=O)c2cccc(Cl)c2)n1 | 8 | -3 | 8 | 2 | 3 | 2 | 8 | 7 | 0.1 | 4 |
| CCOc1ccc(NC(=S)N2CCCN(Cc3cc(C)ccc3C)C2)cc1 | 3 | -1 | -1 | -1 | 2 | 0 | -18 | -5 | -0.3 | -7 |
| Cc1onc(-c2c(F)cccc2Cl)c1C(=O)NC1CCCCCC1 | 0 | 5 | 0 | -3 | 4 | 8 | -13 | -2 | 1.2 | 2 |
| O=C(N/C(=C/c1cccnc1)C(=O)N1CCOCC1)c1ccccc1Br | 8 | 1 | 0 | -1 | 2 | -1 | 1 | 0 | -0.6 | -4 |
| CCCC[C@H](C(=O)N(C)c1ccccc1)[C@@H](O)c1ccc(Cl)cc1 | . | 1 | 1 | 2 | -4 | -6 | . | -1 | . | 1 |
| Cn1c(=O)c2sccc2n2c(CCCC(=O)NCc3cccnc3)nnc12 | -3 | 2 | 2 | -1 | -8 | 1 | -2 | -3 | 0.9 | 5 |
| CCN(Cc1nc(-c2ccccc2)no1)C(=O)c1ccc2c(c1)OCO2 | 0 | 1 | -3 | -4 | 2 | 2 | 4 | -9 | 2.2 | -3 |
| Cc1ccccc1-c1nc(CS(=O)(=O)CC(=O)N2CCc3ccccc3C2)c(C)o1 | 3 | -5 | 1 | 5 | 1 | -3 | -6 | 6 | -0.2 | -5 |
| C=CCOc1ccc(/C=C/C(=O)OCC(=O)NCCCc2ccccc2)cc1 | 9 | -1 | -3 | -7 | 2 | -4 | -5 | -4 | -0.8 | -2 |
| COC(=O)/C(=C/c1ccco1)NC(=O)c1ccco1 | 7 | -2 | -1 | 4 | 2 | 0 | 4 | -7 | -0.3 | -13 |
| COC(=O)c1cc(NC(=O)CC2CCCC2)cc(C(=O)OC)c1 | -8 | 1 | 0 | -1 | -6 | 2 | -10 | 3 | -0.9 | 3 |
| Cc1ccc(S(=O)(=O)C(C)C(=O)NCCS(=O)(=O)c2ccc(Cl)cc2)cc1 (stereo unspecified) | 0 | 2 | 2 | -3 | 3 | -4 | -6 | -2 | -3.0 | -1 |

Only Rev-erbA mod, UHRF1 binding and PRMT1 inh (3 entries from above):
smiles,Rev-erbA mod,UHRF1 binding,PRMT1 inh
Cc1ccc(S(=O)(=O)C(C)C(=O)NCCS(=O)(=O)c2ccc(Cl)cc2)cc1 (stereo unspecified),-2,2,2
CCCC[C@H](C(=O)N(C)c1ccccc1)[C@@H](O)c1ccc(Cl)cc1,-1,1,1
O=C(N/C(=C/c1cccnc1)C(=O)N1CCOCC1)c1ccccc1Br,0,1,0
